# ERb coact inh = blocks coactivator binding to human estrogen receptor beta | hit rate 1.3% among 86,000 | inhibition, % at 25.6 µM | TR-FRET ER-beta LBD / SRC1-Cy5 peptide binding; receptor agonist-loaded with 1 µM estradiol | Q92731;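 active = compounds whose percent inhibition of the receptor-coactivator binding signal exceeds about 50% in the single-dose screen, limit read from the data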;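 note: 0% = receptor plus peptide wells without compound and 100% = peptide-only wells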
# Target sequence (Q92731 whole entry, looked up, the tested form may be a part): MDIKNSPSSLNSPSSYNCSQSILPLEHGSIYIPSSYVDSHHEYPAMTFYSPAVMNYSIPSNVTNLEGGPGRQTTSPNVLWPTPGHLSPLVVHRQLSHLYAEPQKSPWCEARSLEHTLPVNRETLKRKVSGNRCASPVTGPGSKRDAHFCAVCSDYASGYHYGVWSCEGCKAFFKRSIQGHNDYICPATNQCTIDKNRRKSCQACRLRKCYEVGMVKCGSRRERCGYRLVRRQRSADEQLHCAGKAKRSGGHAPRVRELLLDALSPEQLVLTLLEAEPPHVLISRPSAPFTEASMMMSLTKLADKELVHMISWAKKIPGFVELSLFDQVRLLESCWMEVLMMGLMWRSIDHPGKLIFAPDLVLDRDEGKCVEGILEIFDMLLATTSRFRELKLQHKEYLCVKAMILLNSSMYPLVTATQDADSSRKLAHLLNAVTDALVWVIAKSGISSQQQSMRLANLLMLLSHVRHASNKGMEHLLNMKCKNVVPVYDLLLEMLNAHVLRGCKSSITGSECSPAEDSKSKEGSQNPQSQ
# Smad3 FoxH1 inh = Smad3 (human) transcription factor binding inhibition | P84022 | TR-FRET Smad3/Dy647-FoxH1 peptide binding, europium anti-His | inhibition, % at 25 µM | hit rate 0.29% among 88,000;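 active = compounds that reduce the energy-transfer binding signal between the protein and its labelled peptide by more than half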;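 note: 0% = Smad3 plus labelled peptide maximal FRET and 100% = peptide-only background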
# Target sequence (P84022 whole entry, looked up): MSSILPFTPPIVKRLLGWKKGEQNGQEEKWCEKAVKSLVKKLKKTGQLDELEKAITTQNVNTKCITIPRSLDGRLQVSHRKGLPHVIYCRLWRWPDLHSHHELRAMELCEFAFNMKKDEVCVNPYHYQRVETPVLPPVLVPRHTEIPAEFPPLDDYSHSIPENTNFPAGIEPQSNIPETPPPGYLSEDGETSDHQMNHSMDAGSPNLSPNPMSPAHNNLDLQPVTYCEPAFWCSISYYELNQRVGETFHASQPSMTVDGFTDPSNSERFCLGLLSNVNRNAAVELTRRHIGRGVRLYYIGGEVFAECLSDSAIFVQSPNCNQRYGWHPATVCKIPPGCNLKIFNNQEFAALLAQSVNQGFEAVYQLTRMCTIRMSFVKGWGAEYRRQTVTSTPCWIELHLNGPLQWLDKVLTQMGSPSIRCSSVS
# Calb biofilm kill = kills Candida albicans biofilms | C. albicans biofilm + clotrimazole, Alamar Blue | inhibition, % at 6 µM | hit rate 0.14% among 85,000;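 active = inhibition above 20%; inactive = inhibition below 20%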;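 note: preformed 24 hr biofilms exposed to compound for 48 hr; 0% = biofilm without compound and 100% = blank killed by clotrimazole plus chlorhexidine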
# * marks the source's active call; other numbers are inactive results; [ ] = dose if it differs, or a comment. Some of the compounds tested (hit frequency here may not be typical).
SMILES,ERb coact inh,Smad3 FoxH1 inh,Calb biofilm kill
CCCN1Cc2cccc(C(=O)NCCCOC(C)C)c2C1=O,1[fluorescence artefact?],5,5
CCOC(=O)C1/C(=N\O)CC(C)(O)C(C(=O)OCC)C1c1ccc(OC)c(OC)c1 (centres undefined),17[fluorescence artefact?],-6,-2
CCOC(=O)N1CCN(c2ncnc3nc[nH]c23)CC1,-13,-4,3
O=C(O)CC1Oc2ccc(Cl)cc2NC1=O (centres undefined),0,-14,9
Cc1cccc(-n2ncc3c(N(CCO)CCO)ncnc32)c1,-7,8,1
O=C(NCc1ccc(F)cc1)c1cc2ccccn2n1,-5,0,4
COc1ccc(NC(=O)Cn2nnc(C(=O)NCc3ccccc3)c2N)cc1Cl,5,12,6
CC1(C)S[C@@H]2[C@H](NC(=O)[C@H](N)c3ccc(O)cc3)C(=O)N2[C@H]1C(=O)O,-6,-7,9
O=C(C1CCCCC1)N1CCC(c2nc3c(nnn3Cc3ccccc3Cl)c(=O)[nH]2)CC1,-5,5,6
COc1ccc2c(c1)-c1nc(NC(=O)c3ccco3)sc1CC2,-4,-8,2
Cc1cc(=O)[nH]c(SCn2nnc3ccccc3c2=O)n1,4[fluorescence artefact?],-11,10
O=c1oc2c(CN3CCCCCC3)c(O)ccc2cc1-c1nc2ccccc2[nH]1,17,-1,8
CC(CN(C)Cc1ccccc1)OC(=O)C1COc2ccccc2O1 (centres undefined),6,5,1
Cc1ccccc1C(OCCN(C)C)c1ccccc1 (centres undefined),9,0,7
O=C(c1nnc(Cc2ccc(Cl)cc2)o1)N1CCOCC1,-5,-2,1
CC(C)OC(=O)C1C2C=CC3(CN(C(C)c4ccc(Br)cc4)C(=O)C13)O2 (centres undefined),-4,-8,7
COc1ccc(C)cc1-n1nnnc1SCC(=O)Nc1cc(C)on1,8,-1,6
CC1CCCCN1CCCNC(=O)C1CCN(c2nc3ccccc3o2)CC1 (centres undefined),-4,-3,5
COc1cccc(-c2nc(CS(=O)(=O)CC(=O)Nc3cccc(C)c3C)c(C)o2)c1,-3[fluorescence artefact?],15[fluorescence artefact?],8
O=C(NCc1ccco1)C(c1ccccc1F)N(Cc1cccnc1)C(=O)Cn1nnc2ccccc21 (centres undefined),3,8[fluorescence artefact?],10

# Quoted at random: six compounds from above
SMILES,ERb coact inh,Smad3 FoxH1 inh,Calb biofilm kill
O=C(NCc1ccco1)C(c1ccccc1F)N(Cc1cccnc1)C(=O)Cn1nnc2ccccc21 (centres undefined),3,8[fluorescence artefact?],10
CC1CCCCN1CCCNC(=O)C1CCN(c2nc3ccccc3o2)CC1 (centres undefined),-4,-3,5
COc1ccc(NC(=O)Cn2nnc(C(=O)NCc3ccccc3)c2N)cc1Cl,5,12,6
COc1ccc(C)cc1-n1nnnc1SCC(=O)Nc1cc(C)on1,8,-1,6
Cc1ccccc1C(OCCN(C)C)c1ccccc1 (centres undefined),9,0,7
CCOC(=O)C1/C(=N\O)CC(C)(O)C(C(=O)OCC)C1c1ccc(OC)c(OC)c1 (centres undefined),17[fluorescence artefact?],-6,-2

# Further records follow.
SMILES,ERb coact inh,Smad3 FoxH1 inh,Calb biofilm kill
Cc1cccc(NC(=O)CSc2nc3c(c(=O)[nH]2)CCC3)c1C,2[fluorescence artefact?],11[fluorescence artefact?],9
Cc1nc2c(c(=O)n1CCC(C)C)c1nc3ccccc3nc1n2Cc1ccc2c(c1)OCO2,5,-10,3
COc1ccc(-c2nn3c(-c4ccccc4)nnc3s2)cc1OC,3,-7,9
COc1ccc(NC(=O)C2CCN(S(=O)(=O)c3cccnc3)CC2)cc1Cl,1,-1,6
COc1ccc(CNC(=O)CSc2nnnn2-c2ccccc2)cc1,-10[fluorescence artefact?],4,4
O=C1CCC/C1=c1\s/c(=C\c2cccnc2)c(=O)n1-c1ccccc1,-13[fluorescence artefact?],0,1
CS(=O)(=O)c1ccc2nc(NC(NC(=O)c3ccco3)(C(F)(F)F)C(F)(F)F)sc2c1,-4,8,4
CC(C)CCN(C)C1CCN(S(=O)(=O)c2cccc(C(F)(F)F)c2)CC1,7,-3,9
CCOC(=O)Nc1cccc2ccccc12,2,2,6
CCOC(=O)N1CCC(NC(=O)CS(=O)(=O)Cc2nc(-c3ccccc3C)oc2C)CC1,-2[fluorescence artefact?],1,8
CCCCC(=O)C1CCN(Cc2ccccc2)CC1,1[fluorescence artefact?],7,6
COc1ccc(NC(=O)Nc2ccccc2C)c(OC)c1,2,-4,5
COc1ccc(-c2ccc(-c3noc(-c4ccncc4)n3)c(OC)n2)cc1,40[fluorescence artefact?],26,10
CCOc1ccc(NC(=O)C2C3C=CC4(CN(C(C(=O)OC)C(C)C)C(=O)C24)O3)cc1 (centres undefined),-9,6,5
COc1ccc(CNC(=O)c2c(O)c3cccc4c3n(c2=O)CCC4)cc1OC,29[fluorescence artefact?],12,6
O=C(NCCCn1ccnc1)c1noc2c1CCCC2,3[fluorescence artefact?],-16,-5
COc1ccc(NC(=O)Nc2nnc(N3CCCCC3C)s2)cc1OC (centres undefined),4,7,3
COc1ccccc1N1CCN(C(=O)c2ccc(CS(=O)(=O)c3ccccc3OC)o2)CC1,-1,0,6
O=S(CCc1ccncc1)Cc1ccccc1 (centres undefined),0,-3,2
CC(C#N)Sc1nc2ccccc2c(=O)n1-c1ccccc1 (centres undefined),-7,11,6

# Whole records, looked up by structure. Values in the order: ERb coact inh	Smad3 FoxH1 inh	Calb biofilm kill
# COc1ccc(NC(=O)C2CCN(S(=O)(=O)c3cccnc3)CC2)cc1Cl as listed: 1	-1	6
# COc1ccc(-c2nn3c(-c4ccccc4)nnc3s2)cc1OC as listed: 3	-7	9
# CCOc1ccc(NC(=O)C2C3C=CC4(CN(C(C(=O)OC)C(C)C)C(=O)C24)O3)cc1 (centres undefined) as listed: -9	6	5
# CCCCC(=O)C1CCN(Cc2ccccc2)CC1 as listed: 1[fluorescence artefact?]	7	6

# (cont.)
SMILES,ERb coact inh,Smad3 FoxH1 inh,Calb biofilm kill
COc1ccc2nc(C)c(C(=O)OCCN(C)C)cc2c1,4[fluorescence artefact?],1,2
Cc1ccc(S(=O)(=O)N2CCC(C(=O)N[C@@H](C)C(=O)NCc3ccccc3)CC2)cc1,-12,8,5
Cc1cccc(C)c1NC(=O)C1(N(Cc2ccco2)C(=O)CC2NC(=O)NC2=O)CCCCC1 (centres undefined),-18[fluorescence artefact?],-2,6
CCCCN(C)C(=O)c1cn(CC)c2ccc(S(=O)(=O)N(C)C)cc2c1=O,-4,0,9
CC(C)N1CC(O)=C(c2ccccc2)C1=N,-7,1,5
CCn1cc(C(=O)NC2CC3CCC2C3)c(=O)c2ccc(C)nc21 (centres undefined),0,-9,-8
CC1CCc2c(sc3nc(SCc4nc(-c5ccccc5)no4)n(C)c(=O)c23)C1 (centres undefined),13[fluorescence artefact?],1,3
CCS(=O)(=O)N1CCN(Cc2nc3ccccc3c(=O)[nH]2)CC1,-4[fluorescence artefact?],-3,5
CC1CCCCN1C(=O)c1ccccc1NC(=O)c1ccco1 (centres undefined),7[fluorescence artefact?],9,1
CN1CCN(c2nc3c(c(=O)n(C)c(=O)n3C)n2CCSc2nc3ccccc3s2)CC1,-6,-3,3
CC(=O)N1CCN=C1SCc1ccccc1F,-4,-1,12
c1cc2c3c(cccc3c1)NC1(CCCCCC1)N2,18[fluorescence artefact?],12,10
CCCSC1=C(C#N)C(c2cc(OC)ccc2OC)CC(=O)N1 (centres undefined),-1,-8,1
O=C(O)CCC(=O)Nc1ccc(S(=O)(=O)Nc2nccs2)cc1,1,-2,16
CCC/C(O)=C1\C(=O)CC(C)(C)CC1=NCCO,8[fluorescence artefact?],-9,-3
COC(=O)c1ccccc1Nc1cc(C)nc2nc(C)nn12,-7,-4,9
CCOC(=O)CSc1nc2sc(C(=O)O)c(C)c2c(=O)[nH]1,0,4,8
CCCCCNC(CC(=O)Nc1ccc(OC)cc1)C(=O)O (centres undefined),1,8,10
CC1(C)CC(n2c(NCCO)nc3c(c2=O)C2(CCCC2)Cc2ccccc2-3)CCO1 (centres undefined),-2,9,9
Cc1ccc(N(C(=O)CC2NC(=O)NC2=O)C2(C(=O)NC3CCCC3)CCCCC2)cc1 (centres undefined),0[fluorescence artefact?],1,0

# Three structures from above, arranged by length of the SMILES, high to low.
SMILES,ERb coact inh,Smad3 FoxH1 inh,Calb biofilm kill
CCCSC1=C(C#N)C(c2cc(OC)ccc2OC)CC(=O)N1 (centres undefined),-1,-8,1
COc1ccc2nc(C)c(C(=O)OCCN(C)C)cc2c1,4[fluorescence artefact?],1,2
CC(C)N1CC(O)=C(c2ccccc2)C1=N,-7,1,5

# (further entries)
SMILES,ERb coact inh,Smad3 FoxH1 inh,Calb biofilm kill
COc1ccc(CCNC(=O)C2CCCN(C(=O)N(C)C)C2)c(OC)c1 (centres undefined),29,3,8
Cn1c(SCC(=O)Nc2ccc3cn[nH]c3c2)nnc1-c1cnccn1,12[fluorescence artefact?],-8,9
COc1ccc(Cc2nc(-c3ccc(-n4cccc4)cc3)no2)cc1OC,2[fluorescence artefact?],2,7
COc1ccc(C(=O)Nc2c(N)nc(SCC(=O)N3CCCCCC3)[nH]c2=O)cc1OC,-5,4,0
Cc1ccccc1Oc1ccc(Oc2ccccc2C)nn1,-6,-4,9
Cc1nc(CNS(=O)(=O)c2ccc3ccccc3c2)cs1,-5,9,10
CCOc1ccc(NC(=O)c2oc3ccccc3c2NC(=O)C(C)C)cc1,0,12,6
CCOC(=O)CCC(=O)N1CCNC(=O)C1,-5,3,6
NC(=O)CSc1nnc(Cn2c(=O)sc3ccccc32)n1CCc1ccccc1,5,-6,15
Cc1cccn2c(=O)c3cc(C#N)c(=N)n(Cc4ccncc4)c3nc12,7,-3,-8
CCN1CCN(c2ncnc3c2sc2nc(N4CCOCC4)c4c(c23)CCC4)CC1,5[fluorescence artefact?],-19,-2
CCN(CC)C(=O)CSc1nnc(-c2cccc(OC)c2)o1,-3,-10,-2
COc1ccc(-c2cc(C(=O)N3CCN(Cc4ccccc4)CC3)no2)cc1OC,-11[fluorescence artefact?],0,-4
c1ccc(Cn2nnnc2C(c2cccs2)N2CCOCC2)cc1 (centres undefined),-1,-3,8
CCCCCn1c(CNC(C)=O)nc2ccccc21,2,5,7
Cc1nc2ccccc2c2oc(C(=O)NCCN3CCCCC3C)cc12 (centres undefined),6,-4,6
CC(CCc1ccccc1)NCC(O)c1ccc(O)c(C(N)=O)c1 (centres undefined),-6,5,10
CN(CC(=O)Nc1ccc(Cl)cc1)CC(=O)Nc1cc(Cl)ccc1C#N,-10,4,-7
Cc1cc(C(=O)N2CCCC2C(=O)O)c(C)o1 (centres undefined),-4,-3,6
O=C(O)CC1(c2ccccc2)C(=O)c2ccccc2C1=O,-13,-5,8
CCC(OC(=O)c1ccco1)C(=O)NCc1ccc(C)cc1 (centres undefined),-4,2,2
CCOC(=O)C1CCN(C(=O)CN(c2ccc(OC)c(OC)c2)S(=O)(=O)c2ccccc2)CC1,1,0,6
CCOc1ccc(NC(=O)CSc2nnc(Cc3cccn3C)n2-c2ccc(F)cc2)cc1,1[fluorescence artefact?],-4,14
CCCCC(=O)O[C@H]1CC[C@H]2[C@@H]3CCc4cc(O)ccc4[C@H]3CC[C@]12C,1,-1,15
Fc1ccc(C(c2nnnn2C2CCCC2)N2CCN(Cc3ccccc3)CC2)cc1 (centres undefined),-4[fluorescence artefact?],-8,3
Cc1cccn2c(=O)c3cc(C(=O)NCCCN4CCOCC4)n(C)c3nc12,-7,8,-5
CC(=O)NCC(=O)NC(C(=O)Nc1ccc2c(c1)OCCO2)c1ccc(C)cc1 (centres undefined),-6,-1,7
Cn1c(=O)n(C)c2cc(S(=O)(=O)NCc3ccccc3)ccc21,4,-4,3
CCOc1ccc(C(=O)NCc2ccco2)cc1,32,-11,5
CSCC[C@H](NC(=O)Nc1ccc(C)cc1)C(=O)O,-4,-5,4
CCC(C)(C(=O)NC1CCCC1)N(C(=O)CNC(C)=O)c1ccccc1 (centres undefined),7[fluorescence artefact?],3,0
c1ccc2c(CCNc3ncnc4nc[nH]c34)c[nH]c2c1,-7[fluorescence artefact?],3,0
CCCSc1nnc(NC(=O)Nc2ccc(F)cc2)s1,8[fluorescence artefact?],-2[fluorescence artefact?],11
Cc1cccc(NC(=O)C2CCCN(c3nc(C)cc(C)n3)C2)c1 (centres undefined),-1[fluorescence artefact?],11,1
O=C(CCS(=O)(=O)c1ccccc1)Nc1nc2c(s1)CCCC2,-11[fluorescence artefact?],3,11
Cc1onc(-c2ccccc2Cl)c1C(=O)Nc1nnc(C(C)C)s1,3,8,2
OCc1n[nH]c(CO)n1,-13,4,8
Cc1cccc(C)c1NC(=O)CSCC(=O)O,1,-1,5
NCC(O)COCCC12CC3CC(CC(C3)C1)C2 (centres undefined),-5,8,5
Oc1ccc(-c2n[nH]c(=S)n2Cc2ccccc2)cc1,-4,13,10
COc1cccc(C2=CC(c3cc(OC)ccc3OC)n3nnnc3N2)c1 (centres undefined),-13,0,0
